AGP1 TOR yeast: alters AGP1-GFP fluorescence in TOR pathway yeast screen | S. cerevisiae AGP1-GFP multiplex flow cytometry, 3 h; GFP as percent of DMSO wells | GFP response vs DMSO, % at 10 µM | 0.02% of 320,000 active;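 active = GFP response relative to DMSO above a set limit, near screen average plus 3 SD, cut at about 150% in these data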;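 also: median GFP channel fluorescence of the gated AGP1 strain per well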
CIT2 TOR yeast: yeast TOR pathway CIT2-GFP modulation; S. cerevisiae CIT2-GFP strain, flow cytometry, 3 h; 100 means same as DMSO wells; GFP response vs DMSO, % at 10 µM; 0.065% of 320,000 active; AID 2029;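 active = GFP response relative to DMSO above a set limit, near the screen mean plus 3 SD, cut at about 150% in these data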;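 also: ratio of well median GFP fluorescence to mean of DMSO wells on the plate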
RPL19A-GFP yeast: alters RPL19A-GFP fluorescence in TOR pathway yeast screen. S. cerevisiae RPL19A-GFP strain, flow cytometry, 3 h; hits give low values. percent response vs DMSO, % at 10 µM. 0.3% of 330,000 active;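 active = percent response vs DMSO below 50%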;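 also: median channel GFP fluorescence of the barcoded RPL19A-GFP strain; ratio of sample median GFP to plate DMSO average so 100% = DMSO; lower means less RPL19A-GFP as with rapamycin TOR inhibition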
GRK2 aptamer HTS: blocks RNA aptamer binding to human GRK2. bead flow cytometry, FAM-aptamer displacement from GRK2. inhibition of aptamer binding, % at 10 µM. 0.59% of 330,000 active;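 active = inhibition of aptamer binding above 40%, roughly 3 SD of noise, on plates passing a quality check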;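 also: median bead fluorescence of bound FAM aptamer so fluorescent compounds give negative values; no value below 0 was filed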
LAP4 TOR yeast: modulators of TOR pathway LAP4-GFP in S. cerevisiae; S. cerevisiae LAP4-GFP multiplex, flow cytometry GFP, 3 h; median GFP as percent of DMSO wells; GFP response vs DMSO, % at 10 µM; 0.34% of 320,000 active; AID 2023;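 active = GFP response vs DMSO above a set limit, about the screen mean plus 3 SD, cut at about 150% in these data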
VLA-4 inh: inhibition in a human VLA-4 binding assay. VLA-4 expressing cells, ligand binding flow cytometry. inhibition, % (about 7 µM as worked out from the volumes in the protocol). P13612. 0.2% of 330,000 active; in the data active = inhibition above about 50%
Target sequence (P13612 whole entry, looked up): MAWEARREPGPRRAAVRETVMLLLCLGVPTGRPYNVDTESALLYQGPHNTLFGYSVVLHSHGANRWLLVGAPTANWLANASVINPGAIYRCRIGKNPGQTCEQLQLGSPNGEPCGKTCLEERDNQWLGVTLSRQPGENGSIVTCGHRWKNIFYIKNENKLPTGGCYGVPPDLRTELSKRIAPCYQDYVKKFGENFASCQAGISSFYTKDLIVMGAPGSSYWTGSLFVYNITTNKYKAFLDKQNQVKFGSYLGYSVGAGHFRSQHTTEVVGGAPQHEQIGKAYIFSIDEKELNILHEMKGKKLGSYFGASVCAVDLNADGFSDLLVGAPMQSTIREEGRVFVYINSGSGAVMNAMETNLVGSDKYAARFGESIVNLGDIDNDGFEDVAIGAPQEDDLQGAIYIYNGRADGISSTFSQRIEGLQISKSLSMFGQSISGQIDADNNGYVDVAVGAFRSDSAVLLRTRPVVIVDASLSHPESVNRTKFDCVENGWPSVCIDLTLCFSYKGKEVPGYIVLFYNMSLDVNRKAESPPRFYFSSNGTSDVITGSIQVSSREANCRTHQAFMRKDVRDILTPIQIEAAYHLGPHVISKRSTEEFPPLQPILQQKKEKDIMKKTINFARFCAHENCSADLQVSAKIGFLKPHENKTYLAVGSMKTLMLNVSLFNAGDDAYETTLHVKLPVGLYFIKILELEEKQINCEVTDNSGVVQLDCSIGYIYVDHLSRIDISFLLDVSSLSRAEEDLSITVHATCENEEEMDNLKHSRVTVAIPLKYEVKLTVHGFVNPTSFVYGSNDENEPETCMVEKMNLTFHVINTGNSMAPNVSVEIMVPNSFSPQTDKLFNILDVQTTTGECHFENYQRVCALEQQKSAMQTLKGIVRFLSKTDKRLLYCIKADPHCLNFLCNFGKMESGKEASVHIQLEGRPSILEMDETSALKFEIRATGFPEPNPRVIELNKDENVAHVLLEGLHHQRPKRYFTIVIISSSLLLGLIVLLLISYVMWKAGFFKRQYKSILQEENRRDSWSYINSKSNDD
Yeast superoxide: yeast age-related superoxide inhibition as caloric restriction mimetic; S. cerevisiae aged cells, superoxide DHE fluorescence; hits give low values; superoxide response (% of plate mean), % at 10 µM; 0.18% of 330,000 active; AID 2690;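 active = superoxide response under a set limit, about three screen SD below normal, cut at about 65% in these data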;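 also: yeast aged for seven days with compound at 30 °C before DHE staining; 100% = average MFI of all compound-treated wells on the plate with controls excluded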
MEP2-GFP yeast: yeast TOR pathway MEP2-GFP modulation; 0.51% of 330,000 active; AID 2016; S. cerevisiae MEP2-GFP strain, flow cytometry GFP, 3 h; 100% = DMSO control level; GFP response vs DMSO, % at 10 µM;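 active = GFP response versus DMSO above a set limit, roughly screen mean plus 3 SD, cut at about 180% in these data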;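 also: median GFP fluorescence of the barcode-gated MEP2-GFP cells per well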
* hit, by the source's call; nt = no result given. Not a hit list; overall some 1.7% were active at least once.

entry	SMILES	AGP1 TOR yeast	CIT2 TOR yeast	RPL19A-GFP yeast	GRK2 aptamer HTS
1	CCOC(=O)c1cnc(SCc2nc(N)nc(Nc3ccc(F)cc3)n2)nc1N	103	103	98	2
2	O=C(NCc1cccnc1)/C(=C/c1ccc(-c2cccc(Cl)c2)o1)S(=O)(=O)c1ccccc1	86	96	97	0
3	c1ccc(Cn2cc(CN3CCCCO3)c(-c3ccc4c(c3)OCO4)n2)cc1	91	94	96	1
4	Cc1ccccc1N/N=C/c1ccc(C#N)cc1	102	108	110	1
5	CC(C)C(=O)Nc1ccc2oc(-c3cc(F)c(F)cc3Cl)nc2c1	94	91	99	3
6	CCCCNC(=O)c1cn(CC)c2ccc(S(=O)(=O)N3CCCC3)cc2c1=O	98	97	99	1
7	COc1cccc(N=Cc2c(O)c3ccccc3oc2=O)c1	91	96	107	1
8	COc1cc2ncnc(NCc3cccc(Cl)c3)c2cc1OC	96	99	94	2

entry	LAP4 TOR yeast	VLA-4 inh	Yeast superoxide	MEP2-GFP yeast
1	106	1	89	110
2	118	7	83	nt
3	105	23	102	98
4	93	-3	89	105
5	104	-6	101	99
6	93	2	120	98
7	95	20	98	113
8	107	20	101	107

The listing continues.
entry	SMILES	AGP1 TOR yeast	CIT2 TOR yeast	RPL19A-GFP yeast	GRK2 aptamer HTS
9	C1=C(CCNCC2CC2)CCCC1	106	109	101	2
10	Nc1cc(C(=O)OCC(=O)Nc2cccc(S(=O)(=O)N3CCOCC3)c2)ccc1Cl	94	92	93	0
11	OC[C@@H](O)C1OC2NC(=S)OC2C1O (stereo partly specified)	103	107	101	0
12	CCOC(=O)c1c(/N=C/C2C(=O)CCCC2=O)sc2c1CCCC2	98	98	97	0
13	CCC(=O)N1CCc2cc(S(=O)(=O)Nc3ccccc3C)ccc21	94	97	103	0
14	CCOC(=O)C1=C(N)OC2=C(C(=O)CC(C)(C)C2)C1c1cccnc1 (stereo unspecified)	104	96	101	0
15	COCCOC(=O)C1=C(C)NC2=C(C(=O)CCC2)C1c1ccc(N(C)C)cc1 (stereo unspecified)	107	102	102	0
16	COc1cc(C)c(Cl)cc1S(=O)(=O)NC1CC(C)(C)NC(C)(C)C1	99	95	98	0

entry	LAP4 TOR yeast	VLA-4 inh	Yeast superoxide	MEP2-GFP yeast
9	104	0	85	108
10	86	6	85	88
11	101	11	93	104
12	100	0	101	98
13	85	0	104	109
14	105	0	100	108
15	96	10	112	107
16	102	10	96	101

Next records follow.
entry	SMILES	AGP1 TOR yeast	CIT2 TOR yeast	RPL19A-GFP yeast	GRK2 aptamer HTS
17	COCCN(C(=O)Cc1cccs1)C(C(=O)NCc1ccc(OC)cc1)c1ccc(OC)cc1 (stereo unspecified)	99	95	95	0
18	Cc1ccc2c(c1)N(CCC(=O)NCc1ccccn1)C(=O)CO2	95	99	101	2
19	Cc1nn(C)c(C(=O)N/N=C/c2cc3c(cc2Br)OCO3)c1Br	108	102	102	1
20	COC(=O)c1cn(C(=O)c2ccccc2Cl)c2ccccc12	98	99	106	5
21	COc1ccc(N2CCN(C(=O)Nc3ccccc3C)CC2)cc1	104	101	105	1
22	O=C(Nc1nc2c(F)cc(F)cc2s1)c1ccco1	92	93	99	3
23	Cc1ccc(C)c(NC(=O)CSc2n[nH]c(-c3ccncc3)n2)c1	104	108	99	1
24	COc1ccc2cc(C#N)c(Cl)nc2c1	103	91	90	2

entry	LAP4 TOR yeast	VLA-4 inh	Yeast superoxide	MEP2-GFP yeast
17	97	12	105	103
18	104	-6	93	99
19	104	-9	100	107
20	91	19	95	101
21	97	6	102	107
22	98	0	130	102
23	101	12	95	105
24	103	-1	85	94

Reformatted with bars between the fields: part of the list above.
cpd | molecule | AGP1 TOR yeast | CIT2 TOR yeast | RPL19A-GFP yeast | GRK2 aptamer HTS | LAP4 TOR yeast | VLA-4 inh | Yeast superoxide | MEP2-GFP yeast
24 | COc1ccc2cc(C#N)c(Cl)nc2c1 | 103 | 91 | 90 | 2 | 103 | -1 | 85 | 94
9 | C1=C(CCNCC2CC2)CCCC1 | 106 | 109 | 101 | 2 | 104 | 0 | 85 | 108
8 | COc1cc2ncnc(NCc3cccc(Cl)c3)c2cc1OC | 96 | 99 | 94 | 2 | 107 | 20 | 101 | 107

Full records from above. Order of values: AGP1 TOR yeast, CIT2 TOR yeast, RPL19A-GFP yeast, GRK2 aptamer HTS, LAP4 TOR yeast, VLA-4 inh, Yeast superoxide, MEP2-GFP yeast
Shown for O=C(Nc1nc2c(F)cc(F)cc2s1)c1ccco1 → 92, 93, 99, 3, 98, 0, 130, 102
Shown for O=C(NCc1cccnc1)/C(=C/c1ccc(-c2cccc(Cl)c2)o1)S(=O)(=O)c1ccccc1 → 86, 96, 97, 0, 118, 7, 83, nt

Next section
entry	SMILES	AGP1 TOR yeast	CIT2 TOR yeast	RPL19A-GFP yeast	GRK2 aptamer HTS
25	CC(NC(=O)c1cc2ccccc2o1)C(=O)O (stereo unspecified)	94	104	101	1
26	CC(=O)/C(=N/Nc1ccc(C)cc1)Sc1nnc(CCc2ccccc2)n1-c1ccccc1	97	99	105	3
27	O=C(CSc1nnnn1-c1ccc(F)cc1)Nc1nc2ccccc2s1	102	101	101	3
28	COc1cc(OC)c(OC)cc1CN1CCN(C(=O)c2cccc3ccccc23)CC1	98	102	108	3
29	O=C(CSc1ccc(-c2cccnc2)nn1)N1CCCCCC1	100	105	113	3
30	COc1cccc(CC(NC(C)=O)C(=O)NC2CCN(c3nnnn3-c3ccccc3)CC2)c1OC (stereo unspecified)	93	93	94	5
31	Oc1nc(-c2ccc(Br)cc2)n2ccncc12	101	106	104	4
32	COc1ccccc1OCc1ccc(C(=O)c2ccccc2)cc1	93	100	99	0

entry	LAP4 TOR yeast	VLA-4 inh	Yeast superoxide	MEP2-GFP yeast
25	98	25	139	102
26	93	2	84	101
27	105	-6	99	105
28	92	10	104	113
29	105	7	102	111
30	104	0	98	99
31	93	-2	100	105
32	89	10	98	90

(list continues)
entry	SMILES	AGP1 TOR yeast	CIT2 TOR yeast	RPL19A-GFP yeast	GRK2 aptamer HTS
33	COc1cc(NC(=O)c2ccco2)c(OC)cc1NC(=O)CCC(=O)Nc1cc(C)ccc1C	110	103	99	0
34	O=C(CCc1nnc2ccc(N3CCC4(CC3)OCCO4)nn12)Nc1ccc(F)cc1	72	91	86	0
35	O=C(O)c1ccc(-c2ncc[nH]2)cc1	103	110	108	1
36	O=C1N/C(=N/O)S/C1=C/c1cccc([N+](=O)[O-])c1	96	95	103	0
37	COc1ccc(CC(=O)OCC(=O)Nc2ccc(Cl)c(S(=O)(=O)N(C)C)c2)cc1	103	104	98	1
38	CCOc1ccc(C(=O)NC(C(=O)NCC(c2cccs2)N(C)C)C(C)C)cc1 (stereo unspecified)	98	103	92	0
39	COc1cc(-c2cc[n+](C)cc2)ccc1O	85	105	97	2
40	COc1ccc(C(C(=O)NC(C)(C)C)N(Cc2ccc(C)cc2)C(=O)CCC(=O)Nc2cc(C)on2)cc1 (stereo unspecified)	99	96	101	5

entry	LAP4 TOR yeast	VLA-4 inh	Yeast superoxide	MEP2-GFP yeast
33	102	6	89	101
34	76	11	103	79
35	103	18	120	103
36	96	9	101	105
37	98	8	94	99
38	102	9	114	96
39	99	-3	97	89
40	93	1	86	109

New compounds follow:
entry	SMILES	AGP1 TOR yeast	CIT2 TOR yeast	RPL19A-GFP yeast	GRK2 aptamer HTS
41	OCCN(Cc1ccccc1)CC1CCCCC1	104	107	100	3
42	COc1ccc(C(=O)Nc2nc3ccccc3[nH]2)cc1S(=O)(=O)N1CCCC1	99	102	101	0
43	COc1ccc(CN2CCNC(=O)C2CC(=O)N(C)Cc2nccs2)cc1OC (stereo unspecified)	96	96	100	2
44	COc1cccc(N2CCN(C(=O)C3C4C=CC5(CN(Cc6ccccc6Cl)C(=O)C35)O4)CC2)c1 (stereo unspecified)	110	107	102	5
45	CC(C)c1ccc(C(=O)COC(=O)C(O)c2ccccc2)cc1 (stereo unspecified)	102	108	105	0
46	Cc1ccc2nc(NNC(=O)c3ccc(S(=O)(=O)N4CCc5ccccc5C4)cc3)sc2c1	101	95	101	0
47	CC1CC2(CC(C)(C(=O)CSc3nc4ccccc4s3)OC2=O)C(=O)O1 (stereo unspecified)	105	105	108	2
48	CC1=C(C(=O)Nc2cc(C)ccn2)C(c2ccc(C)cc2)C2=C(CCCC2=O)N1 (stereo unspecified)	97	88	92	3

entry	LAP4 TOR yeast	VLA-4 inh	Yeast superoxide	MEP2-GFP yeast
41	98	12	93	102
42	104	9	88	127
43	90	0	101	99
44	111	3	105	106
45	96	-4	117	102
46	103	24	120	95
47	103	4	97	111
48	90	-18	105	94

(cont.)
entry	SMILES	AGP1 TOR yeast	CIT2 TOR yeast	RPL19A-GFP yeast	GRK2 aptamer HTS
49	O=C(O)c1ccc2c(c1)C(=O)N(c1cccc(-c3nc4ccccc4s3)c1)C2=O	103	103	104	0
50	COc1cccc(CNC(=O)C(=O)NCCC2CCCCN2S(=O)(=O)c2ccc(C)cc2)c1 (stereo unspecified)	87	81	97	0
51	CCOc1ccc(C(=S)N2CCN(C)CC2)cc1	104	106	109	0
52	O=C(NC1CCCCC1)C(c1cccnc1)N(C(=O)c1csnn1)C1CCCC1 (stereo unspecified)	111	103	100	0
53	N#Cc1cc(NC2CCCC2)c([N+](=O)[O-])cc1C#N	87	80	102	0
54	Cn1cnc([N+](=O)[O-])c1Sc1ncccc1N	103	104	99	2
55	Cc1ccc(N(Cc2cc3ccc(C)cc3[nH]c2=O)S(=O)(=O)c2ccccc2)c(C)c1	91	93	97	0
56	Cc1ccc(-c2nnn(CC(=O)N(CC(=O)NC3CCCCC3)c3ccc(F)c(Cl)c3)n2)o1	103	104	101	2

entry	LAP4 TOR yeast	VLA-4 inh	Yeast superoxide	MEP2-GFP yeast
49	100	12	119	105
50	103	4	108	104
51	87	-4	119	107
52	95	10	93	104
53	112	17	123	160
54	96	20	101	98
55	87	-1	121	94
56	98	8	105	104

Carrying on:
entry	SMILES	AGP1 TOR yeast	CIT2 TOR yeast	RPL19A-GFP yeast	GRK2 aptamer HTS
57	COC(=O)c1c(NC(=O)CCC(=O)O)sc(Cc2ccccc2)c1C	93	86	105	1
58	CC(C)CCn1cnc2c([nH]c3cccc(Cl)c32)c1=O	104	108	102	1
59	COc1ccc([N+](=O)[O-])cc1NC(=O)C1(c2ccc(OC)c(OC)c2)CCOCC1	101	103	97	2
60	COc1cc(C(=O)NCCC(=O)NCc2ccc3c(c2)OCO3)cc(OC)c1OC	94	92	93	1
61	Cc1cc(NC(=O)C(C)SCC(=O)Nc2nnc(CC(C)C)s2)no1 (stereo unspecified)	108	103	99	0
62	Cc1cccc2nc(CSc3nc4[nH]ncc4c(=O)n3-c3cccc(Cl)c3)cc(=O)n12	99	93	100	0
63	Cc1oc(-c2ccc(Cl)cc2)nc1CN1CCCC(C(=O)NC2CC2)C1 (stereo unspecified)	100	110	95	0
64	CCN(CCNC(=O)C1CCN(S(C)(=O)=O)CC1)c1ccccc1	110	116	102	1

entry	LAP4 TOR yeast	VLA-4 inh	Yeast superoxide	MEP2-GFP yeast
57	117	-2	102	100
58	100	3	83	110
59	94	4	93	103
60	96	-5	103	96
61	108	8	79	90
62	99	1	104	96
63	97	-1	87	102
64	99	16	75	103

(next part)
entry	SMILES	AGP1 TOR yeast	CIT2 TOR yeast	RPL19A-GFP yeast	GRK2 aptamer HTS
65	CCOCCn1ccc2c(OCC(=O)NCCc3ccc(OC)c(OC)c3)cccc2c1=O	102	80	93	1
66	CC1Cc2cc(S(=O)(=O)N3CCC(C(=O)Nc4ccccn4)CC3)ccc2N1C(=O)C1CCC1 (stereo unspecified)	100	102	96	5
67	OCCC1CN(Cc2ccc3nsnc3c2)CCN1C1CCCC1 (stereo unspecified)	108	102	104	4
68	CCOC(=O)c1cc(-c2ccc(OC)cc2OC)nn1-c1ccc(C(=O)O)cc1	96	78	96	2
69	CC(C)Oc1ccc(C(=O)O)cc1	106	110	106	2

entry	LAP4 TOR yeast	VLA-4 inh	Yeast superoxide	MEP2-GFP yeast
65	134	4	104	103
66	94	6	103	98
67	98	11	102	99
68	114	4	103	109
69	nt	3	96	105

Bioassay records from PubChem BioAssay.
